Sm TGR inh – qHTS Assay for the Inhibitors of Schistosoma Mansoni Peroxiredoxins | purified TGR, DTNB reduction, TNB absorbance 405 nm | Schistosoma mansoni thioredoxin glutathione reductase (TGR), Q962Y6 | 3% of 360,000 active | AID 485364, 2010 | Potency, µM (titrated, usually from 114 µM), without a hit: at the top dose activity change, negative = inhibition, actives largely listed as inhibitors; also: potency is read from the fitted curve at half-maximal effect; nearly all actives have a fitted effect of over 60% in size
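First, TGR (20 nM dispensed) and NADPH were mixed with compound. Second, a 15 min room-temperature incubation followed. Third, further NADPH and then DTNB were added to start the reaction. Finally, TNB absorbance was monitored kinetically.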
AmpC inh detg – qHTS Inhibitors of AmpC Beta-Lactamase (assay with detergent); P00811; AmpC hydrolysis of nitrocefin, absorbance 480 nm, 0.01% Triton; Potency, µM (doses to about 114 µM), for inactives: at the top dose activity change, negative = inhibition, usual class: inhibitors; 0.041% of 370,000 active;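 also: potency is read from the fitted curve at half-maximal effect; 0% = no-compound wells and -100% = no-enzyme wells; nearly all actives have a fitted effect of over 25% in size; some results filed as inactive show a strong effect at the top dose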
Target sequence (P00811 whole entry, looked up): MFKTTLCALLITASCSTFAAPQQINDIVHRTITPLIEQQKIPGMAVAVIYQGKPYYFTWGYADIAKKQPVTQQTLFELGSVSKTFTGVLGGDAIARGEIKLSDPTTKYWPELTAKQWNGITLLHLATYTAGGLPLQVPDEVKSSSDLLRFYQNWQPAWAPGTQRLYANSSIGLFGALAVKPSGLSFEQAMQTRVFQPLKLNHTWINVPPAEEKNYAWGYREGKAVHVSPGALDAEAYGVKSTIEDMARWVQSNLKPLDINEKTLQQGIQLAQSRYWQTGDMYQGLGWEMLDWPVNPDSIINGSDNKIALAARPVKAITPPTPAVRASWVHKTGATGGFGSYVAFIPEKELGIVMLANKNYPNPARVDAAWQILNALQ
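20 mM phosphate pH 7.0 + 0.01% (detergent screen) or 0.0001% Triton X-100; 5.3 nM AmpC reagent; cpd preinc 15 min RT; nitrocefin (800 uM stock) to start; A480 q20 s × 4 min; Activity was normalised to no-enzyme and no-compound control wells.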
AMA1 RON2 block – qHTS for Inhibitors of AMA1-RON; Towards Development of Antimalarial Drug Lead: Primary Screen | AID 720542, 2013 | 0.2% of 360,000 active | AlphaScreen AMA1-biotinylated RON2 peptide binding | Potency, µM (titrated, usually from 58.2 µM), without a hit: top-dose activity change, negative = inhibition, usual class: inhibitors | Plasmodium falciparum AMA1 (3D7) - RON2 peptide interaction;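 also: potency is read from the fitted curve at half-maximal effect; 0% = vehicle wells and -100% = peptide control; nearly all actives have a fitted effect of over 45% in size; some results filed as inactive show a strong effect at the top dose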
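AMA1 (3D7) with his tag at 25 nM final met compounds first, then biotinylated RON2 peptide at 25 nM; detection used donor plus acceptor beads, 10 µg/mL apiece, read by AlphaScreen after 30 min at room temperature.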
HCMV inh – qHTS Assay for inhibitors of the human cytomegalovirus (HCMV). HFF cells, HCMV-luciferase reporter, 72 h; active compounds read low. activity change, negative = inhibition, % at 57.5 µM. 4.5% of 410,000 active; in the data active = activity change below about -60%; inconclusive = no clear call, values can overlap the other calls; inactive = above about -39%
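After 16 h attachment at 37C, HFF cells received test compound and HCMV-luciferase (1 PFU/cell); reporter luminescence read 72 h later, data normalized against buffer-only and known inhibitor Salinomycin.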
Tb PYK inh – qHTS of Trypanosoma Brucei Inhibitors; pyruvate kinase (Trypanosoma brucei), Q57TT1; TbPYK enzyme, Kinase-Glo Plus ATP luminescence, 45 min; Potency, µM (series often up to 76.8 µM), for the others: top-dose activity, negative = inhibition, hits mostly inhibitors; 0.12% of 410,000 active; also: potency is read from the fitted curve at half-maximal effect; nearly all actives have a fitted effect of over 50% in size
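ADP (130 uM final) triggers the TbPYK reaction after compound addition; incubation is 45 min at room temperature. Kinase-Glo Plus is then added and luminescence imaged. Normalized data are fitted to concentration-effect curves.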
LmPK inh – qHTS Assay for Inhibitors of Leishmania Mexicana Pyruvate Kinase (LmPK) | Q27686 | purified LmPK, Kinase-Glo ATP luminescence, 1 h | Potency, µM (series often up to 57.5 µM), for inactives: at the highest dose activity change, negative = inhibition, actives largely listed as inhibitors | 0.37% of 290,000 active | AID 1721, 2009; also: potency is read from the fitted curve at half-maximal effect
Target sequence (Q27686 whole entry, looked up): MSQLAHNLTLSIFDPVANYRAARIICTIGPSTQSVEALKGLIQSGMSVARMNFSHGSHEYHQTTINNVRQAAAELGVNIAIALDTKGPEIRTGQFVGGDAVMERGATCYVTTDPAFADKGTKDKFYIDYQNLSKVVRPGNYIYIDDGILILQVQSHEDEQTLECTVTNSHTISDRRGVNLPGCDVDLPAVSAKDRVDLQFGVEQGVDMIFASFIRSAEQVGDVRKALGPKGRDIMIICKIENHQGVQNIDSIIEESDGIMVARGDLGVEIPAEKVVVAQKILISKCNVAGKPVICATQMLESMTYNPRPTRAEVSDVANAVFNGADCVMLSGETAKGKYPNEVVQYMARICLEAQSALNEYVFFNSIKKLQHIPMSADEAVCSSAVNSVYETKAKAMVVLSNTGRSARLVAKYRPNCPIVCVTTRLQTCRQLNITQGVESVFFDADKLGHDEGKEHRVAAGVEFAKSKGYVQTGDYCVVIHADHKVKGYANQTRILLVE
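Pyruvate kinase activity monitored as ATP production (luciferase luminescence). Conditions: 0.1 nM enzyme, 0.5 mM PEP, 0.1 mM ADP, 1 h, RT; normalized against uninhibited and no-enzyme wells.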
AmpC no deterg – qHTS Inhibitors of AmpC Beta-Lactamase (assay without detergent). P00811. AmpC nitrocefin hydrolysis, absorbance 480 nm, 0.0001% Triton. Potency, µM (series often up to 57.1 µM), for inactives: at the top dose activity change, negative = inhibition, most hits filed as inhibitors. 0.52% of 330,000 active. AID 485341, 2010;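 also: potency is read from the fitted curve at half-maximal effect; plate controls were no compound for no effect and no enzyme for full effect; nearly all actives have a fitted effect of over 20% in size; some results filed as inactive show a strong effect at the top dose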
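20 mM phosphate pH 7.0 + 0.01% (detergent screen) or 0.0001% Triton X-100; 5.3 nM AmpC reagent; cpd preinc 15 min RT; nitrocefin (800 uM stock) to start; A480 q20 s × 4 min; Activity was normalised to no-enzyme and no-compound control wells.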
The depositor's hits bear a star; ? = inconclusive; nt = not tested or not shown; [ ] = dose if it differs, or a comment. Unless noted, calls follow the shape of the dose curve; as a rule, active = well fitted curve in the direction sought with a large enough effect; inconclusive = small, poorly fitted or top-dose-only effect, or another doubt; inactive = no such curve, though single readings can be large; an effect the other way counts as inactive or inconclusive. Unless noted, % is scaled to controls: 0 for no effect and ±100 for the full control effect.

nr	Structure	Sm TGR inh	AmpC inh detg	AMA1 RON2 block	HCMV inh	Tb PYK inh	LmPK inh	AmpC no deterg
1	O=C1CN(C(=O)COC(=O)CCS(=O)(=O)c2ccccc2)c2ccccc2N1	-8%	1%	-2%	-36	-5%	nt	-6%
2	COc1ccc(NC(=O)Nc2nnc(C(C)C)s2)cc1	1%	-10%	-8%	46	-12%	4%	-27%
3	Cc1ccc(S(=O)(=O)N2CCN(CC(=O)NC3CCCc4ccccc43)CC2)c(C)c1 (centres undefined)	-4%	-8%	-14%	-24	-2%	-1%	143%[activator]
4	COc1cccc(CN2CC(C(=O)NCCc3ccc(C)s3)CCC2=O)c1 (centres undefined)	0%	3%	4%	-24	-3%	-10%	65%[activator]
5	CC1(Cc2cc(Cl)ccc2C(F)(F)F)C(=O)Nc2ccc(S(=O)(=O)NC3CCCCC3)cc21 (centres undefined)	nt	nt	4%	-39	8%	nt	nt
6	CN(C)c1ccc2nsnc2c1[N+](=O)[O-]	7%	-2%	-12%	-29	-2%	-8%	-19%
7	Cc1cc(C)c(C(=O)COC(=O)C2CC3CCCC(C2)C3=O)c(C)c1 (centres undefined)	1%	-18%	-15%	-14	-4%	nt	32%
8	Cc1nnc(SCC(=O)NC2CCCC2)n1CCc1ccccc1	-8%	5%	9%	-1	-3%	-4%	-2%
9	Cn1c(=O)c2cc(NC(=O)CCc3ccc4c(c3)OCO4)ccc2n1Cc1ccc(F)cc1	nt	nt	-4%	?	6%	nt	nt
10	O=C1CC[C@@H]2CC3(C[C@@H]4CCN1[C@H]24)Nc1cc(Cl)ccc1NC3=NC1CCCCC1 (some centres undefined)	nt	nt	20%	22	-4%	nt	nt
11	O=C(CSc1nnc(-c2ccccc2Br)o1)N1CCOCC1	-12%	0%	-13%	49	-12%	1%	1%
12	C[C@H](CO)N1C[C@H](C)[C@@H](CN(C)S(=O)(=O)c2cn(C)cn2)OCc2cn(nn2)CCCC1=O	nt	nt	7%	6	1%	nt	nt
13	O=C(Nc1ccc(Cl)cc1)c1csc([C@@H]2O[C@H](CO)[C@H](O)[C@H](O)[C@H]2O)n1	nt	nt	15%	16	-1%	nt	nt
14	Cc1ccccc1NC(=O)Cn1nnc(C(=O)NCc2cccs2)c1N	4%	2%	nt	-1	2%	nt	nt
15	Cc1cccc(Nc2nnc(SC/C(O)=C(\C#N)c3nc4ccccc4[nH]3)s2)c1C	-4%	-9%	97%[activator]	29	-18%	7%	?
16	CCCCCCOC(=O)C(C#N)c1nc2ccccc2nc1N1CCN(CC)CC1 (centres undefined)	-12%	?	-3%	-24	-2%	1%	0%
17	C[C@]12C(=O)N(c3ccc(Cl)cc3)C(=O)N1[C@@H]1c3ccccc3OC[C@@H]1[C@H]2c1ccccc1	nt	nt	2%	-37	2%	nt	nt
18	COc1ccccc1-c1cc(-c2cc(Cl)ccc2O)n[nH]1	9%	1%	88%[activator]	50	0%	-1%	-24%
19	CC(OC(=O)CCNS(=O)(=O)c1ccccc1)C(=O)Nc1ccc(S(=O)(=O)N2CCCCC2)cc1 (centres undefined)	nt	nt	-2%[11.6 µM]	-1	1%	nt	nt
20	O=c1oc2ccccc2cc1-c1cn2cc(Cc3ccc(Cl)cc3)sc2n1	-10%	22%	nt	-8	1%	nt	nt

One compound at a time, from the list above.
`O=C(Nc1ccc(Cl)cc1)c1csc([C@@H]2O[C@H](CO)[C@H](O)[C@H](O)[C@H]2O)n1` is listed as Sm TGR inh = nt; AmpC inh detg = nt; AMA1 RON2 block = 15%; HCMV inh = 16; Tb PYK inh = -1%; LmPK inh = nt; AmpC no deterg = nt
`COc1ccccc1-c1cc(-c2cc(Cl)ccc2O)n[nH]1` is listed as Sm TGR inh = 9%; AmpC inh detg = 1%; AMA1 RON2 block = 88%[activator]; HCMV inh = 50; Tb PYK inh = 0%; LmPK inh = -1%; AmpC no deterg = -24%

(listing goes on)
nr	Structure	Sm TGR inh	AmpC inh detg	AMA1 RON2 block	HCMV inh	Tb PYK inh	LmPK inh	AmpC no deterg
21	COc1ccc(C(C)=O)cc1COC(=O)CCNS(=O)(=O)c1ccc(C(C)=O)cc1	10µM*	-12%	-16%	23	-13%	0%	-8%
22	CCCN1C2CCCC1CC(NC(=O)c1ccccc1OC)C2 (centres undefined)	-1%	-11%	19%	66	-2%	-2%	-23%
23	C(=Cc1c[nH]c2ccccc12)c1nccc2ccccc12	nt	nt	16%	99	3%	nt	nt
24	CCOc1ccc(CCNC(=O)c2[nH]c(C)c(C(C)=O)c2C)cc1OCC	-1%	4%	13%	15	7%	3%	-9%
25	O=C(C1CC=CCC1)N1CCN(S(=O)(=O)c2ccc(F)cc2)CC1 (centres undefined)	-11%	0%	-15%	-20	2%	nt	0%
26	CCc1ccc2c(c1)NC(=O)C2(C)Cc1ccc(F)cc1 (centres undefined)	nt	nt	0%	6	-6%	nt	nt
27	COc1ccccc1CNC(=O)C(=O)c1cn(CC(=O)N2CCOCC2)c2ccccc12	0%	-6%	0%	70	-13%	-9%	151%[activator]
28	O=C(N[C@@H]1C/C=C\C[C@@H](CC(=O)N(CCO)Cc2ccccc2)C(=O)NCCOC1=O)OCC1c2ccccc2-c2ccccc21	nt	nt	13%	nt	-6%	nt	189%[activator]
29	O=C(COC(=O)COc1ccc(Br)cc1)NC1CCS(=O)(=O)C1 (centres undefined)	nt	nt	-9%	-7	-3%	nt	nt
30	CCCCc1[nH]c(=O)c(C#N)c2c1CCCC2	21%	-2%	2%	-12	-4%	2%	-5%
31	CCCCn1c(O)c(N=NC(=O)c2ccncc2)c2cc(Br)ccc21	5%	-11%	-12%	-26	1%	3%	-19%
32	COc1ccc(NS(=O)(=O)c2cn(C)cn2)cc1Cl	1%	-4%	0%	0	-11%	2%	-1%

Gathered by group: the entries above with a carbonyl joined to an NH by a bond outside any ring
nr	Structure	Sm TGR inh	AmpC inh detg	AMA1 RON2 block	HCMV inh	Tb PYK inh	LmPK inh	AmpC no deterg
2	COc1ccc(NC(=O)Nc2nnc(C(C)C)s2)cc1	1%	-10%	-8%	46	-12%	4%	-27%
3	Cc1ccc(S(=O)(=O)N2CCN(CC(=O)NC3CCCc4ccccc43)CC2)c(C)c1 (centres undefined)	-4%	-8%	-14%	-24	-2%	-1%	143%[activator]
4	COc1cccc(CN2CC(C(=O)NCCc3ccc(C)s3)CCC2=O)c1 (centres undefined)	0%	3%	4%	-24	-3%	-10%	65%[activator]
8	Cc1nnc(SCC(=O)NC2CCCC2)n1CCc1ccccc1	-8%	5%	9%	-1	-3%	-4%	-2%
9	Cn1c(=O)c2cc(NC(=O)CCc3ccc4c(c3)OCO4)ccc2n1Cc1ccc(F)cc1	nt	nt	-4%	?	6%	nt	nt
13	O=C(Nc1ccc(Cl)cc1)c1csc([C@@H]2O[C@H](CO)[C@H](O)[C@H](O)[C@H]2O)n1	nt	nt	15%	16	-1%	nt	nt
14	Cc1ccccc1NC(=O)Cn1nnc(C(=O)NCc2cccs2)c1N	4%	2%	nt	-1	2%	nt	nt
19	CC(OC(=O)CCNS(=O)(=O)c1ccccc1)C(=O)Nc1ccc(S(=O)(=O)N2CCCCC2)cc1 (centres undefined)	nt	nt	-2%[11.6 µM]	-1	1%	nt	nt
22	CCCN1C2CCCC1CC(NC(=O)c1ccccc1OC)C2 (centres undefined)	-1%	-11%	19%	66	-2%	-2%	-23%
24	CCOc1ccc(CCNC(=O)c2[nH]c(C)c(C(C)=O)c2C)cc1OCC	-1%	4%	13%	15	7%	3%	-9%
27	COc1ccccc1CNC(=O)C(=O)c1cn(CC(=O)N2CCOCC2)c2ccccc12	0%	-6%	0%	70	-13%	-9%	151%[activator]
28	O=C(N[C@@H]1C/C=C\C[C@@H](CC(=O)N(CCO)Cc2ccccc2)C(=O)NCCOC1=O)OCC1c2ccccc2-c2ccccc21	nt	nt	13%	nt	-6%	nt	189%[activator]
29	O=C(COC(=O)COc1ccc(Br)cc1)NC1CCS(=O)(=O)C1 (centres undefined)	nt	nt	-9%	-7	-3%	nt	nt

From PubChem
